# MT stabilizer: microtubule stabilization, imaging screen; % tubulin-high responders, % at 10 µM; HeLa tubulin immunostaining HCS, 24 h; share of cells brighter than vehicle mean+2SD; 0.83% of 200,000 active;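 active means plate Z-score above 3 for both tubulin-high and condensed-nucleus cell shares, with cell loss under 80%, at 10 µM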;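 further: anti alpha tubulin signal scored within the nucleus-defined area of each cell; some results filed as inactive read as strong as hits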
# b-catenin transl: beta-catenin nuclear translocation modulation; nuclear translocation activity, % at 5 µM; AID 1665; 0.3% of 190,000 active; HeLa beta-catenin nuclear translocation, immunofluorescence imaging;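 active means nuclear translocation activity above 50% at 5 µM, with a well cell count of 50 or more; inconclusive means wells under 50 cells across six images, flagged as toxic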;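 further: per-cell ratio of nuclear to cytoplasmic median beta-catenin stain intensity; plate controls were DMSO negative control for no effect and GSK-3 inhibitor IX positive control for full effect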
#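 Technique: fluorescence imaging of beta-catenin antibody stain plus DAPI / Material: human HeLa cell line / Incubation: compound treatment 24 h, 37°C, 5% CO2 / Read-out basis: % activation of per-cell nuclear versus cytoplasmic median beta-catenin signal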
# Insulin prom up: MIN6 insulin promoter up-regulation; 0.3% of 190,000 active; MIN6 insulin promoter-GFP reporter, high-content imaging; active compounds read high; z-score at 5 µM;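 active means z-score above 3 at 5 µM with at least 500 cells counted in the well; inconclusive means wells under 500 cells, flagged as cytotoxic or low count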
# Dynein cargo inh: dynein cargo transport inhibition; 3617.4 mouse cells, GR-EGFP nuclear translocation imaging; test concentration mostly 20 µM; stimulated with dexamethasone, 1 µM; active compounds read low; z-score, hits read low; 0.47% of 220,000 active; AID 1381;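 active means plate z-score of nuclear minus cytoplasmic receptor signal below a set negative limit, without overly bright fluorescence or cell loss, cut at about -3.5 in these data, passing the limit was not always enough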;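 further: z-score of nuclear minus cytoplasmic ring GR-EGFP intensity difference per well; some compounds called inactive have numbers as strong as hits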
#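 Buffer or medium: tetracycline-free induction medium containing charcoal-stripped FBS / Reagent: dexamethasone agonist, 1.0 µM final, for 30 min / Technique: automated 10x imaging of fixed Hoechst-stained cells / Times: induction 48 h, compound 1 h, agonist 30 min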
# T cell HTS: T cell immune modulators affecting CD8 T cell-vesicle binding | calls only at 7 µM | AID 2052 | 2C CD8+ T cell-vesicle binding, flow cytometry; active compounds read low | 0.068% of 330,000 active;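 active means response, share of CD8 T cells binding vesicles, and their 90th percentile fluorescence all below set limits, cut at about 80% in these data, passing the limit was not always enough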
#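 Incubation: binding step 1.5 h, 37 °C, antibody labelling 20 min, ice; system: murine 2C transgenic CD8+ T lymphocytes; technique: cytometric PE anti-B7-1 and Alexa647 anti-CD8 signals after 1% paraformaldehyde fixation; also added: QL9-charged Drosophila Ld/ICAM-1/B7-1 vesicles; control set: naked versus QL9-loaded vesicles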
# TNAP activation fold: stimulation of alkaline phosphatase TNAP activity – biochemical, luminescent, no phosphate acceptor, uHTS, primary screen (AID 1001) | purified TNAP, luminescent activation assay, no phosphate acceptor; higher activation fold means a stronger effect | activation fold at 20 µM; hits with a dose series show EC50 in µM | 0.03% of 200,000 active; in the data active means activation fold from about 3, or a potency from the dose series; inactive means the rest, 99 in 100 with activation fold below about 1.6; further: many of its hits are not listed in these tables
# PMI inhibitors: MPI enzyme activity inhibition – biochemical, fluorescence intensity, coupled assay, primary screen (AID 1209); purified PMI enzyme, coupled fluorescence intensity; higher % means a stronger effect; inhibition, % at 20 µM; hits with a dose series show IC50 in µM; 0.42% of 190,000 active; in the data active means inhibition above about 50%;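 further: plate controls were DMSO vehicle for no effect and wells lacking substrate for full effect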
# Hep lipid drop: hepatic lipid droplet formation modulation; AML12 mouse hepatocytes, oleate lipid droplets, BODIPY imaging; inhibition, % at 6.5 µM; 0.4% of 240,000 active; AID 1656;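 active means lipid droplet intensity inhibited by at least 50%, with more than 500 cells counted; inconclusive means wells with under 300 cells, treated as cytotoxic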
#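 Assay system: AML12 mouse liver cells | Compound: 6.5 µM single-point dosing | Schedule: Overnight exposure | Technique: Fluorescence imaging, 20x objective, two fields per well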
# Myeloid diff 2: compounds promoting myeloid differentiation | ER-HoxA9 myeloid progenitors, lysozyme-GFP differentiation, flow cytometry | calls only at 10 µM | 1% of 360,000 active;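 active means normalized GFP-positive differentiation at or above the plate's own cutoff, the solvent-only control mean plus 3 SD; inconclusive means no clear call, values can overlap the other calls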;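 further: cells exposed to compound for four days before flow analysis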
# Dynein cargo inh cytoplasmic EGFP: second read-out of Dynein cargo inh, no call of its own (marks repeat the call); z-score; measured here: cytoplasmic GR-EGFP intensity; active compounds read high
# Dynein cargo inh nuclear GR-EGFP: further read-out of Dynein cargo inh, marked with its call; z-score; measured here: nuclear GR-EGFP intensity;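 lower value marks the stronger effect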
# Dynein cargo inh cell count: recorded beside Dynein cargo inh, whose call it bears; z-score; measured here: cell count per field
# Insulin prom up cell count: further read-out of Insulin prom up, marked with its call; cell count; measured here: cytotoxicity, nuclei count;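 total cells summed across four imaged fields per well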
# Hep lipid drop cells 6.5 µM: further read-out of Hep lipid drop, marked with its call; cell count; measured here: cell count, cytotoxicity flag;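 cells counted across two imaged fields per well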
# b-catenin transl cell count 5 µM: second read-out of b-catenin transl, no call of its own (marks repeat the call); cell count; measured here: cell count, cytotoxicity flag
# T cell HTS vesicle-bound %: second read-out of T cell HTS, no call of its own (marks repeat the call); double positive events, %; measured here: CD8+ vesicle-bound cell fraction;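 binding gate set so that unloaded-vesicle control wells show 10% double positive cells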
# MT stabilizer Hoechst-high %: further read-out of MT stabilizer, marked with its call; % Hoechst-high responders; measured here: nuclear condensation Hoechst responders;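 share of cells brighter than vehicle mean plus two SD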
# MT stabilizer cytotoxicity %: also measured in MT stabilizer; calls as there; toxicity, %; measured here: cytotoxicity by cell density;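 0% = mean cell density of plate MIN control wells and 100% = no cells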
# Myeloid diff 2 GFP+ MAC1+ %: recorded beside Myeloid diff 2, whose call it bears; GFP+ MAC1+ double positive, %; measured here: differentiation confirmed by MAC1 staining
# An asterisk follows results filed as active; i = inactive; ? = inconclusive; . = no result given; + = active, no number.
SMILES,MT stabilizer,MT stabilizer Hoechst-high %,MT stabilizer cytotoxicity %,b-catenin transl,b-catenin transl cell count 5 µM,Insulin prom up,Insulin prom up cell count,Dynein cargo inh,Dynein cargo inh cytoplasmic EGFP,Dynein cargo inh nuclear GR-EGFP,Dynein cargo inh cell count,T cell HTS,T cell HTS vesicle-bound %,TNAP activation fold,PMI inhibitors,Hep lipid drop,Hep lipid drop cells 6.5 µM,Myeloid diff 2,Myeloid diff 2 GFP+ MAC1+ %
O=C(Cc1ccccc1)NCCSC1CCCCC1,3.5,1.8,6.3,-2.8,898,0.76,1692,0.77,-0.046,0.84,-1.1,i,53,1,-1%,-1,334,i,0.2
CN(C)c1nc(OCCNC(=O)COc2ccc(Cl)cc2Cl)nc(N(C)C)n1,1.6,1.7,7.6,-6.2,1001,.,.,-0.82,0.13,-0.098,-0.14,i,24,1.1,-9%,12,760,i,2.9
Oc1ccc(CNCC2COc3ccccc3O2)cc1 (stereo not drawn),2.7,2.4,7.1,2.3,1452,1.7,1355,0.08,-0.12,-0.12,-0.011,i,43,1,10%,.,.,i,1.7
CC(=O)c1ccc2c(c1)C1C=CCC1C(c1ccc(S(=O)(=O)N3CCOCC3)cc1)N2 (stereo not drawn),2.3,2.7,11,1.6,823,-0.33,1342,0.99,-0.2,0.72,-1.6,i,42,1.2,-42%,-7,696,i,0.6
CCOC(=O)c1c(C)c(C(=O)Nc2ccc(F)cc2)c(C)n1C,3.1,1.6,3.6,1.7,1035,1.3,1100,-0.099,-0.26,-0.35,0.87,i,59,1.1,1%,-13,710,i,0.2
CC1CN(C(=O)c2ccc(C(=O)c3ccccc3)cc2)CC(C)O1 (stereo not drawn),1.8,2.4,9.7,-0.5,1076,0.29,1257,-0.47,-0.065,-0.054,0.46,i,25,1.1,-9%,.,.,i,5.9
CC(C(=O)NC(=O)NC1CCCCC1)N1CCN(C(c2ccccc2)c2ccccc2)CC1 (stereo not drawn),2.4,2.1,10,-2.0,1145,-0.4,722,0.31,0.05,0.57,-0.099,i,48,1.1,20%,-6,774,i,1.2
CO/N=C(\Cn1ncc(NC2CCCCC2)c(Br)c1=O)c1ccc(Cl)cc1,1.7,1.2,5.6,-2.5,1151,-0.2,1281,0.6,-0.049,0.58,-0.46,i,41,1.1,10%,10,735,i,0.4
COc1cccc(-n2cc(CN(C)Cc3nc(Cc4ccccc4)no3)cn2)c1,2.3,1.7,11,-0.4,1202,1.1,1357,-0.58,-0.33,-0.47,0.71,i,52,1.1,-2%,1,694,i,0.6
CCCN1C2CCCC1CC(NC(=O)C1CCCCC1)C2 (stereo not drawn),3.0,1.3,4.8,0.1,451,.,.,-0.56,-0.17,0.06,-0.88,i,61,1,-6%,2,766,i,2.1
CCCc1cc(=O)[nH]c(Nc2ccc(OC)c(Cl)c2)n1,4.1,2.6,2.6,.,.,-0.39,1210,2.9,-0.087,1.7,-1.7,i,25,1,4%,1,716,i,1.1
CCOC(=O)C1=C(CSc2nc(-c3ccccc3)ccc2C#N)OC(N)=C(C#N)C1c1cccnc1 (stereo not drawn),2.0,1.4,5.4,.,.,0.19,767,-0.24,1.4,0.23,0.62,i,54,1.1,9%,2,805,+,4.1*
CC(=O)N1CCN(C2=NC(=O)/C(=C\c3cccs3)S2)CC1,1.3,1.2,3.7,-1.2,1049,-0.07,1427,-0.67,-0.29,0.027,0.55,i,6,1.1,3%,1,692,i,0.5
CCOC(=O)c1ccc(NC(=O)c2nc[nH]c2C(=O)N[C@@H](CC(C)C)C(=O)OC(C)(C)C)cc1,.,.,.,1.7,1429,-1,676,1.5,-0.69,0.91,-1.2,i,26,.,.,-11,691,i,4.1
Cc1cc(C)n(Cc2ccc(NC(=O)c3c([N+](=O)[O-])c(C)nn3C)cc2)n1,3.0,2.2,4.9,-3.2,1147,.,.,0.26,-0.27,0.17,0.32,i,58,1,2%,1,778,i,0.6
CSC1=N/C(=C\c2ccccc2)C(=O)N1C,1.7,3.0,6.3,.,.,.,.,-0.48,-0.18,-0.77,-0.37,i,1,1.1,-8%,.,.,i,0.5
COc1ccc(NC(=O)CN2CCN(CC(=O)Nc3cc(OC)cc(OC)c3)CC2)cc1,.,.,.,.,.,1.8,1262,.,.,.,.,.,.,1,0%,0,772,i,0.7
O=C(OCC(=O)N1CCN(C(=O)c2ccco2)CC1)c1cc(-c2ccc(Cl)c(Cl)c2Cl)nc2ccccc12,1.1,1.4,15,.,.,-0.18,825,1.1,-0.14,0.66,-0.37,i,30,0.7,-6%,-13,762,i,0.1
CCN(CCCNC(=O)c1c(C)cc(=O)oc1C)c1ccccc1,5.6,3.7,7.5,-0.8,1073,1.2,1829,-1.6,-0.34,-1.1,0.15,i,19,1,10%,?,.,i,9.7
O=[N+]([O-])c1cccc(/C=N/NS(=O)(=O)c2ccccc2)c1,4.6,1.7,4.2,0.3,1003,0.68,1424,-0.54,-0.22,-0.11,0.54,i,48,1.1,-52%,11,637,i,0.3
Cc1ccc(OCc2nnc(SCC(=O)c3ccccc3)n2Cc2ccco2)cc1,9.2,4.4,18,-1.3,943,-0.53,1053,0.74,-0.34,0.7,-0.37,i,32,1.1,-2%,.,.,i,0.9
C/C(CC(=O)Nc1cc(C)ccn1)=N\NC(=O)COc1cccc(C)c1,1.7,2.0,4.0,-1.9,1364,0.37,1545,-0.59,-0.21,-0.49,0.6,.,.,0.9,0%,.,.,.,.
COCCNC(=O)CN(c1cc(Cl)ccc1OC)S(C)(=O)=O,4.1,2.2,3.9,-2.2,970,1.1,1569,-0.35,-0.26,0.15,0.28,i,32,1.1,5%,.,.,i,5.6
CCC(C)NC(=O)C1c2ccccc2C(=O)N1Cc1ccccc1OC (stereo not drawn),1.9,1.5,1.2,-0.1,1070,0.39,1965,1.5,-0.19,1,-0.2,i,2,1.2,4%,-3,689,i,12
C=CCOC(=O)C1=C[C@H](c2csc3ccccc23)[C@@H](CCCO)[C@H](OCC)O1,3.4,0.9,6.8,-2.4,1114,.,.,-0.0011,-0.32,0.27,-0.26,.,.,1.1,6%,-8,646,i,1.9

# Later entries.
SMILES,MT stabilizer,MT stabilizer Hoechst-high %,MT stabilizer cytotoxicity %,b-catenin transl,b-catenin transl cell count 5 µM,Insulin prom up,Insulin prom up cell count,Dynein cargo inh,Dynein cargo inh cytoplasmic EGFP,Dynein cargo inh nuclear GR-EGFP,Dynein cargo inh cell count,T cell HTS,T cell HTS vesicle-bound %,TNAP activation fold,PMI inhibitors,Hep lipid drop,Hep lipid drop cells 6.5 µM,Myeloid diff 2,Myeloid diff 2 GFP+ MAC1+ %
CCN(CC)S(=O)(=O)c1ccc(C(=O)NCc2ccc3[nH]c4c(c3c2)CCCC4)cc1,4.2,3.3,9.1,2.5,528,-0.15,1195,-0.73,-0.23,0.34,0.89,i,35,1,-1%,85*,711*,i,3.2
COc1ccc(C=Nc2ccc3[nH]ncc3c2)c(O)c1,1.6,1.4,5.1,-0.2,1577,0.11,1449,0.51,-0.25,0.54,-0.21,i,46,1.1,48%,7,706,i,0.5
COc1cccc(N2C(=O)Nc3ccccc3C2(O)C(=O)NCc2ccc3c(c2)OCO3)c1 (stereo not drawn),3.5,3.3,3.1,1.7,1173,0.03,1267,0.34,-0.18,0.48,-0.47,i,8,1.1,11%,-14,763,i,3.3
CC(C)(C)c1ccc(-c2nnc(SCC(=O)c3ccc4c(c3)OCCO4)o2)cc1,3.4,1.7,1.3,-1.9,1291,0.29,1418,0.28,-0.21,-0.48,-0.089,i,50,1,-8%,.,.,i,0.8
CN(C)c1nc(SCC#N)nc(N(C)C)n1,2.3,0.4,34,4.9,420,0.25,1321,0.24,-0.31,0.29,0.34,i,34,1,-6%,-2,757,i,0.9
CO[C@@]1(NC(=O)CSCC#N)C(=O)N2C(C(=O)O)=C(CSc3nnnn3C)CS[C@@H]21,2.1,2.8,8.5,-2.4,624,.,.,0.29,-0.31,0.33,0.45,i,20,1.1,1%,-34,694,i,1.8
O=C(C1COc2ccccc2O1)N1CCN(c2ccc(F)cc2)CC1 (stereo not drawn),1.5,1.0,6.2,2.4,1079,-0.38,1295,-0.48,-0.13,-0.14,0.78,i,64,1.1,2%,.,.,i,8.2
S=C1N(c2ccccc2)C(c2cccc3ccccc23)N2CCCN12 (stereo not drawn),2.2,1.6,2.8,.,.,0.63,892,-0.93,-0.087,-0.18,0.72,i,56,1.1,8%,0,790,i,0.0
Cc1cccc(-c2nnc(SCC#N)n2C)c1,1.5,1.9,8.3,0.1,1547,0.31,1371,0.18,-0.29,0.097,-0.1,i,58,1.1,5%,2,707,i,0.3

# High-throughput results from PubChem.

# Rows were taken by chance; any-hit rate near 3%.
